Source: PubChem BioAssay
CHOP inhibitor = CHOP inhibition in unfolded protein response; CHO-K1 CHOP-promoter luciferase, tunicamycin-induced, 15-18 h; inhibition, % at 10 µM; 220,000 compounds, 3.8% hits;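 active = compounds that reduced the stress-induced luciferase reporter signal by more than about 70% of percent inhibition, limit read from the data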;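 also: 0% = tunicamycin plus vehicle and 100% = wells without tunicamycin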
Ba/F3 V617F tox = loss of viability in JAK2V617F-driven Ba/F3 cells; Ba/F3 EpoR-JAK2V617F viability, ATP luminescence; inhibition, % at 5.6 µM; 220,000 compounds, 1.1% hits;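 active = inhibition above the campaign mean plus 3 SD over all tested compounds, cut at about 24% in these data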;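 also: cytokine-independent growth of Ba/F3 cells driven by EpoR plus mutant JAK2; 0% = DMSO-treated cells and 100% = JAK inhibitor I control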
BaF3 tox = reduces parental Ba/F3 cell viability, JAK2V617F counter-screen; CellTiter-Glo ATP luminescence; AID 1486; inhibition, % at 5.6 µM; 220,000 compounds, 1.1% hits;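 active = inhibition above a per-campaign cutoff, the mean inhibition of all tested compounds plus 3 SD, cut at about 27% in these data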;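 also: 0% = DMSO wells and 100% = JAK Inhibitor I control wells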
PPC-1+TRAIL kill = kills PPC-1 cancer cells in the presence of TRAIL | PPC-1 cells + TRAIL, ATPLite viability luminescence | cell killing (% activity), % at 4 µM | 220,000 compounds, 0.41% hits;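 active = cell killing above 50% in the first pass at 4 µM, then a duplicate retest at 5 µM averaging 50% or more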;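 also: plate controls were cells with TRAIL plus DMSO for no effect and medium-only wells lacking cells for full effect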
TRPML3 ag = agonists of human TRPML3 channel; Q8TDD5; HEK293 TRPML3-YFP, Fluo-8 calcium fluorescence; 100% = the carbachol control signal; activation, % at 3 µM; 220,000 compounds, 0.29% hits;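 active = activation above its plate's cutoff, the mean activation of the plate's test wells plus 3 SD, cut at about 12% in these data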;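 also: 0% = DMSO only wells and 100% = carbachol wells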
Target sequence (Q8TDD5 whole entry, looked up): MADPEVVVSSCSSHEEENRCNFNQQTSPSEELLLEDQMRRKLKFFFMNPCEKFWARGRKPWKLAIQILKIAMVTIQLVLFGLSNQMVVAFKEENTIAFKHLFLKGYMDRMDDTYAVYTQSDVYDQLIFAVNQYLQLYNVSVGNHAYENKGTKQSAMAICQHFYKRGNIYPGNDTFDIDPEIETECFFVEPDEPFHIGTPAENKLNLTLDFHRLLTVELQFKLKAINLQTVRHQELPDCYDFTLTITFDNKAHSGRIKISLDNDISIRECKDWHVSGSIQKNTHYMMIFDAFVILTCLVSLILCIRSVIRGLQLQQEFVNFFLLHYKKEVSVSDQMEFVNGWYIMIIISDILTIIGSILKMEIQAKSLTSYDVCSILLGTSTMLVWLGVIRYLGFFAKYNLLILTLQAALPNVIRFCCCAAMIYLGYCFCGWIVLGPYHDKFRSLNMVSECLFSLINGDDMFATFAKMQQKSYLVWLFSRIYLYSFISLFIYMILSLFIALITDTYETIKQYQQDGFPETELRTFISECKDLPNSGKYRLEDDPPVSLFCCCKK
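Material: HEK293 cells stably carrying human TRPML3-YFP; compound dosing: single dose, 3 µM final nominal compound, 0.3% DMSO final; incubation: 1-h 37 °C dye load, 5-s basal, 120-s post-compound reads; technique: Fluo-8 intracellular calcium fluorescence, excitation 470-495 nm, emission 515-575 nm; read-out basis: percent activation from peak-to-basal fluorescence ratio, scaled between DMSO and carbachol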
RBBP9 inhibitor = blocks human serine hydrolase RBBP9; O75884; recombinant RBBP9, FP-Rh probe fluorescence polarization; inhibition, % at 7.94 µM; 220,000 compounds, 0.2% hits; AID 1515;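 active = inhibition above the campaign mean of all tested compounds plus 3 SD, cut at about 14% in these data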;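 also: plate controls were DMSO wells with RBBP9 for no effect and wells lacking RBBP9 protein for full effect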
Target sequence (O75884 whole entry, looked up): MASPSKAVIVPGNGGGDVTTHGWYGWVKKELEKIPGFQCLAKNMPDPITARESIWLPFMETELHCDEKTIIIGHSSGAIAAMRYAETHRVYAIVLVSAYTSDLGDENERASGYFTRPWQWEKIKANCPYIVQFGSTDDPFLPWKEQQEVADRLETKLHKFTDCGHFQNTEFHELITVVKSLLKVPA
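system = RBBP9 protein | input = RBBP9 at 2.5 µM in dispensed solution, before mixing | measured by = fluorescence polarization (mP), excitation 525 nm, emission 598 nm | incubation = enzyme-compound preincubation 30 min, then probe labeling 45 min, 25 °C | buffer or medium = Tris-NaCl-Pluronic buffer, pH 8.0 | compound = single dose 7.94 µM | also added = FP-Rh probe, 375 nM dispensing solution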
TRPN1 ag = zebrafish TRPN1 (NompC) channel agonism; HEK293 zebrafish TRPN1-YFP, Fluo-8 calcium fluorescence; 100% = response to 87 µM carbachol; activation, % at 3 µM; 220,000 compounds, 0.18% hits;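 active = activation above its plate's cutoff, the mean activation of test wells on that plate plus 3 SD, cut at about 19% in these data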;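 also: 0% = DMSO alone and 100% = 87 µM carbachol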
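Assay system: Zebrafish TRPN1-YFP in HEK293 cells | Incubation: Dye loading 1 h at 37 °C, then 30 min room temperature | Measured by: Kinetic Fluo-8 fluorescence, ex 470-495, em 515-575 nm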
TNF death inh = blocks TNF-alpha induced death of Jurkat FADD-/- cells; 220,000 compounds, 0.068% hits; AID 463075; activation (protection from cell death), % at 10 µM; Jurkat FADD-/- TNF necroptosis rescue, ATP luminescence, 24 h; 0 = TNF only, 100 = no-TNF cells;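 active = activation, meaning protection from cell death, of at least 50% relative to plate controls; inactive = activation below 50%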;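 also: necroptosis triggered by 40 ng/mL TNF-alpha added together with compound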
Wee1 degr inh = human Wee1 degradation inhibition, primary screen | reporter increase, % at 5 µM | HeLa Luc-Wee1K328M stability, luciferase luminescence; 100% = proteasome inhibitor MG132 effect | AID 1321 | P30291 | 220,000 compounds, 1.2% hits;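 active = activation above the mean of all tested compounds plus 3 SD, set per screening run, cut at about 8.8% in these data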;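 also: cells exposed to compound for 20 h before luminescence read; 0% = DMSO alone and 100% = MG132 at 30 µM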
Starred values were filed as active, the others as inactive; . = no result given.

Molecule	CHOP inhibitor	Ba/F3 V617F tox	BaF3 tox	PPC-1+TRAIL kill	TRPML3 ag	RBBP9 inhibitor	TRPN1 ag	TNF death inh	Wee1 degr inh
O=C(C/C(=N/O)c1ccccc1O)C(F)F	14.2	-4.6	0.6	-3.3	0.3	-8.1	1.0	2.1	2.0
Cc1cc(C=C(C#N)C#N)c(C)n1-c1ccccc1	4.2	0.4	4.3	4.4	-0.3	-5.1	-0.1	-2.2	1.6
COc1cccc(CNc2ccc([N+](=O)[O-])cc2Cl)c1O	38.7	-1.9	0.3	10.1	-0.1	-4.2	-1.4	3.2	7.9
CCNc1nc2[nH]c(=O)c3c(c2s1)OC(N)=C(C#N)C3c1ccc(C)cc1 (stereo not given)	0.7	-0.6	-0.4	22.1	0.3	-1.1	0.5	-4.4	-1.2
Cc1cccc(-n2c(CNC(=O)Cc3ccccc3)n[nH]c2=S)c1	-6.8	2.5	5.3	15.3	0.4	9.9	-0.3	0.5	1.3
Nc1nc(COc2ccccc2)cs1	-13.5	3.5	3.5	0.1	-0.1	-8.6	-0.1	-0.6	2.8
CNc1nn(-c2cccc(Cl)c2)nc1N	8.5	0.4	2.5	26.0	0.4	-5.7	-0.8	-7.2	-2.2
COc1ccc(NC(=S)NCCc2ccc(S(N)(=O)=O)cc2)c(OC)c1	7.9	1.8	6.2	2.4	0.3	2.0	0.2	-0.2	2.2
COCCN1CCn2c(nc3cc(NC(=O)Cn4nc(C)c5ccccc5c4=O)ccc32)C1	-1.0	2.5	-0.7	1.1	0.4	-11.9	1.5	-0.6	1.7
O=C(CC1NC2CCCCC2NC1=O)Nc1ccc2c(c1)OCO2 (stereo not given)	4.5	-1.7	4.8	17.2	0.6	7.6	0.0	-0.4	-0.1
O=c1[nH]n(-c2ccc(F)cc2)c2ncccc12	-26.2	-2.3	5.1	19.7	0.1	-9.3	-0.2	-3.0	1.9
COCCn1c(SCC(=O)Nc2ccc(OC)c(S(N)(=O)=O)c2)nc2ccccc21	-1.8	-2.7	-2.5	-7.7	0.2	-8.5	0.2	-2.8	1.9
COC(=O)c1ccccc1Sc1snnc1C	21.2	0.7	6.2	6.4	0.5	4.8	-1.7	-1.2	3.5
COc1ccccc1N1CCN(C(=O)/C=C/c2cccc([N+](=O)[O-])c2)CC1	23.1	-0.8	2.7	14.6	-0.5	4.5	-1.6	-2.2	8.5
CCOC(=O)C1CCCN(C(=O)c2ccc3c(=O)n(CCOC)c(=S)[nH]c3c2)C1 (stereo not given)	-8.0	-1.8	1.0	26.5	0.8	-1.0	0.9	-1.0	-1.8
CCOC(=O)C1=C(N)Oc2c(c(=O)[nH]c3ccccc23)C1c1ccccc1 (stereo not given)	96.8*	-1.6	2.5	-7.0	-0.7	-2.1	-1.6	-2.8	4.3
O=C(NCCc1ccccc1)c1noc2c1CCCCC2	4.6	-2.7	-0.3	6.0	-0.3	-0.7	0.1	4.2	2.1
Cc1ccc(C(=O)/C=C\Nc2ccc(C)c(C)c2)cc1	65.5	-1.4	5.2	30.7	0.6	-6.6	1.6	0.5	4.8
CC(=O)c1cc(F)c(N2CCOCC2)cc1C	18.9	-0.9	6.2	22.7	0.7	-0.6	1.1	0.0	1.6
CCOc1cc(CNCc2ccncc2)cc(Br)c1OCc1ccc(F)cc1	52.0	1.0	2.4	12.6	-0.4	-3.6	2.2	-9.6	-0.4
Cc1cccc(C)c1NC(=O)CS(=O)CC(=O)NCCCc1ccccc1 (stereo not given)	-9.8	-4.1	3.6	11.9	0.6	-6.8	-0.3	-3.0	-2.2
Cc1ccsc1/C=N/Nc1cccc(C(=O)O)c1	89.0*	-0.2	3.4	0.8	1.0	9.6	0.4	0.0	-2.7
CCOC(=O)c1[nH]c(CSc2nnnn2-c2ccccc2C)c(C(=O)OCC)c1C	51.7	-3.8	-1.2	14.7	-0.1	-8.7	-0.5	2.3	2.3
O=C(NC1CCCC1)C(=O)N(Cc1cccnc1)C(C(=O)NC1CCCC1)c1ccco1 (stereo not given)	-19.8	1.6	6.3	7.1	-0.3	-4.2	0.4	-0.1	0.4
CCOc1ccc(C2=C(C=C(C#N)C#N)C(c3ccccc3)c3ccccc3O2)cc1 (stereo not given)	4.5	1.2	2.3	19.4	0.2	-18.9	-0.2	1.8	-0.1
CCc1ccc(-c2cn3nc(C)c(C)nc3n2)cc1	91.9*	-1.5	8.6	.	0.5	8.7	1.6	-3.2	-3.3
CC(Sc1ncc(C(F)(F)F)cc1Cl)C(=O)NCC1CCCO1 (stereo not given)	33.4	-1.6	-0.7	-7.6	0.1	1.9	-0.9	0.7	0.7
O=C1COc2ccc(C(=O)COC(=O)c3cnc(Cl)c(Cl)c3)cc2N1	18.1	-3.7	3.1	-1.8	1.0	0.9	1.2	-0.3	2.6
CCOC(=O)N1CCN(c2nc(N(c3ccccc3)c3ccccc3)nc(-n3ccnc3)n2)CC1	10.3	0.4	3.6	18.4	0.4	-1.3	1.8	-8.4	1.6
Cn1nc(C(F)(F)F)c(-c2cccc(C(F)(F)F)c2)c1NC(=O)c1cccnc1	18.9	-0.5	0.0	18.1	1.2	-1.6	6.4	5.5	-0.5

Next section:
Molecule	CHOP inhibitor	Ba/F3 V617F tox	BaF3 tox	PPC-1+TRAIL kill	TRPML3 ag	RBBP9 inhibitor	TRPN1 ag	TNF death inh	Wee1 degr inh
O=C(COC(=O)c1cccs1)NCC1CCCO1 (stereo not given)	31.0	-4.4	0.0	16.5	0.5	-7.1	0.2	-2.7	-1.5
O=C(CN1C(=O)c2cccc3cccc(c23)C1=O)N1CCCCCC1	-8.3	-2.0	2.4	16.3	0.9	-6.5	1.1	-1.8	-1.8
CCc1ccccc1NC1=NCC(=O)N1Cc1ccccc1	7.9	-1.5	4.1	19.8	-1.1	0.7	-1.4	-1.3	2.7
O=C(O)CSC1=NC(=Nc2ccc(Cl)cc2)C2(CCCCC2)N1c1cccc(C(=O)O)c1	15.2	-2.6	3.1	7.6	0.6	2.1	-0.3	1.7	-0.8
Cc1cccc(NC(=O)Cc2ccc(F)cc2)c1	0.2	-4.8	1.9	6.1	-0.3	7.1	-1.1	19.9	-1.8
O=C(COC(=O)c1ccccc1-c1nc2ccccc2s1)NC1CCS(=O)(=O)C1 (stereo not given)	12.9	-1.4	5.9	5.1	0.1	-5.2	0.3	2.4	-1.4
COc1ccc(C(=O)COC(=O)[C@H](C)Nc2ccc(C(F)(F)F)cc2[N+](=O)[O-])c(OC)c1	20.9	-3.4	2.3	-12.0	1.3	-5.7	0.3	-1.5	0.5
COc1cc(OC)cc(C(=O)NNC(=O)NC2CCCCC2)c1	16.7	1.5	4.9	12.3	0.3	2.2	0.6	1.5	-0.5
CC(=O)SCCC(=O)Nc1ccccc1	-4.4	-1.1	-1.3	1.5	0.7	-4.0	-0.1	2.5	-0.5
CCn1c(-c2ccccc2)csc1=Nc1ccc(O)cc1	-51.8	19.6	5.4	14.9	-0.9	0.7	-1.7	-4.2	0.2
O=C(O)CC1(CC(=O)Nc2cc(C(F)(F)F)cc(C(F)(F)F)c2)CCCCC1	-2.7	3.6	-0.9	5.9	4.9	-4.8	9.6	3.6	-0.6
COc1cccc(CC(=O)NNC(=O)c2c(-c3ccccc3)noc2C)c1	-17.8	-1.2	-3.0	2.4	0.3	-0.9	0.2	2.1	-1.3
CCN(CC)CCNC(=O)/C(=N\O)c1ccccn1	4.2	-5.8	1.5	6.7	-0.2	5.5	1.1	0.5	-2.2
O=C(Nc1cccc2ccccc12)C1CCN(C(=O)NCc2ccccc2)CC1	5.2	1.7	7.7	-15.7	-0.9	-8.2	-0.8	0.1	4.1
Cc1cc(C(=O)NCC(=O)OCC(=O)N2CCCCCC2)ccc1[N+](=O)[O-]	10.1	-3.2	0.9	-10.2	0.9	-4.0	-0.3	2.0	0.5
COc1ccc(-c2nc3ccccc3c(=O)n2CCOc2cccc(C)c2C)cc1	19.3	1.6	3.6	21.5	0.2	-9.4	0.7	0.3	1.0
CCOc1ccc(OCCN2C(=O)NC3(CCCc4ccccc43)C2=O)cc1 (stereo not given)	15.6	0.0	4.3	11.2	-0.2	-8.1	0.0	-0.5	2.1
CCOc1ccccc1C(=O)NC(C(=O)NCc1ccc(F)cc1)C(C)C (stereo not given)	-45.6	1.7	5.7	18.9	-0.2	-5.9	-2.3	2.1	7.1
CC(C)(C)N(NC(=O)Nc1ccc(Cl)cc1)C(=O)c1ccccc1	5.3	-2.5	2.6	-1.3	0.5	2.0	0.5	0.0	2.6
Cc1oc(C)c(C(=O)O)c1COc1ccc(C(=O)O)cc1	10.5	2.5	3.4	-3.2	0.1	-0.1	0.0	-2.2	-1.5
CCCC(=O)Nc1cc2c(cc1C(C)=O)OCCO2	35.5	-0.9	2.5	25.2	0.1	2.2	-0.9	-1.2	1.4
Cc1cccc(C(=O)Nc2sc(C(=O)N3CCCC3)c(C)c2C#N)c1	49.6	2.6	4.2	-0.1	0.4	-12.5	1.2	-0.8	0.8
Nc1nc2ncc(C(=O)c3cc(Cl)cc(Cl)c3O)cc2s1	8.5	-0.1	-4.7	13.5	-0.4	-10.3	1.9	-0.2	1.2
CCCCCCCCC(=O)NCCOc1ccccc1	32.9	2.0	0.5	0.0	-0.3	-2.0	-1.3	1.9	-0.9
Cc1cc(C)c(NC(=O)CCCN2CCN(C)CC2)c(C)c1	5.0	-0.9	3.9	5.1	0.4	-0.9	0.1	-2.3	-1.7
COC(=O)c1ccccc1NC(=O)NCc1ccccn1	-11.8	-3.3	2.6	0.7	-0.5	-5.2	2.4	-0.2	-2.4
Cc1ccc(C(=O)Nc2ccccc2C(N)=O)o1	9.6	-0.3	2.5	-18.3	0.2	-2.0	-0.5	-0.7	-1.2
COc1ccc(C2C(C(=O)OCC3CCCO3)=C(C)NC3=C2C(=O)CC(c2ccco2)C3)cc1O (stereo not given)	-5.5	-2.0	-1.3	-3.3	0.3	3.0	1.0	0.6	-0.9
Cc1nc(SCc2cccc(Oc3ccccc3)c2)n[nH]1	9.7	-1.5	-0.1	-4.9	-1.0	-5.5	-1.3	-1.6	-2.3
Cc1ccccc1OCC(=O)NC(Cc1c[nH]c2ccccc12)C(=O)O (stereo not given)	1.7	-3.2	-0.9	15.6	1.3	5.2	0.2	0.2	-1.1

Random draw from the library. About 6.8% of those tested had a hit in this group.
